# Compound activity as filed in PubChem BioAssay.
# Mtb BioA inh: BioA (M. tuberculosis) enzyme inhibition; purified M. tuberculosis BioA enzyme, plate reader; inhibition, % at 9.99 µM; 0.096% of 360,000 active; AID 602481; in the data active means inhibition above about 40%
# Starred values were filed as active, the others as inactive. Only part of the results is shown (hit frequency here may not be typical).
SMILES,Mtb BioA inh
O=C(C[C@H]1C[C@@H]2c3cc(NC(=O)Nc4ccccc4)ccc3O[C@@H]2[C@H](CO)O1)NCc1cccnc1,-1.6
O=C(Nc1ccc(F)cc1)Nc1ccc2c(c1)[C@H]1C[C@@H](CC(=O)N3CCCCC3)O[C@H](CO)[C@H]1O2,-2.5
C[C@H](CO)N1C[C@H](C)[C@@H](CN(C)Cc2cncnc2)Oc2cc(C#C[C@@H](C)O)ccc2S1(=O)=O,0.4
COC(=O)[C@@H]1[C@@H](CO)[C@@H]2Cn3c(ccc(-c4ccccc4F)c3=O)[C@H]1N2C(=O)C1CCC1,-0.8
O=C(C[C@@H]1C=C[C@H](NC(=O)C2CC2)[C@H](CO)O1)NCc1ccncc1,-2.2
CCC(=O)N[C@H]1CC[C@H](CCNC(=O)Nc2ccc(C(F)(F)F)cc2)O[C@@H]1CO,0.7
C[C@H]1CN([C@@H](C)CO)C(=O)c2cccc(NC(=O)C3CCCCC3)c2O[C@@H]1CN(C)S(=O)(=O)c1ccc(Cl)cc1,-0.5
COc1cccc(NC(=O)C[C@@H]2CC[C@H]3[C@H](COc4ccc(NC(C)=O)cc4C(=O)N3C)O2)c1,3.5
Cc1noc(C)c1S(=O)(=O)Nc1ccc2c(c1)C(=O)N([C@H](C)CO)C[C@H](C)[C@H](CN(C)C(=O)CCCN(C)C)OCCCC[C@H](C)O2,-2.0
O=C(N[C@@H]1CC[C@H](CCNC(=O)c2ccccc2F)O[C@H]1CO)c1cnccn1,-2.5
O=C(c1cccc(F)c1)N1CCCCN2[C@H](C1)[C@@H](c1ccc(-c3ccccc3)cc1)[C@@H]2CO,-1.6
CO[C@H]1CN(C)C(=O)c2cc(NC(=O)c3ccccc3F)ccc2OC[C@@H](C)N(CC2CC2)C[C@@H]1C,2.7
COC(=O)C[C@@H]1CC[C@@H]2[C@H](COc3ccc(NC(=O)c4cccc(Cl)c4)cc3C(=O)N2C)O1,1.3
O=C(C[C@@H]1CC[C@H]2[C@@H](COC[C@@H](O)CN2C(=O)c2ccccc2)O1)NCc1ccc(-c2ccccc2)cc1,3.3
CN1C(=O)c2cc(NC(=O)c3ccccc3Cl)ccc2OC[C@H]2O[C@H](CC(=O)O)CC[C@@H]21,-1.2
C[C@H](CO)N1C[C@H](C)[C@H](CN(C)S(=O)(=O)c2cccs2)Oc2ccc(NC(=O)Nc3ccccc3)cc2C1=O,4.4
C[C@H]1CN([C@@H](C)CO)C(=O)Cc2cc(NC(=O)NC3CCCCC3)ccc2O[C@@H]1CN(C)Cc1ccc(C(=O)O)cc1,4.5
C[C@H](CO)N1C[C@H](C)[C@@H](CN(C)Cc2ccc(C(=O)O)cc2)OCCCC[C@H](C)Oc2ccc(NC(=O)C3CCCCC3)cc2C1=O,1.3
COc1cccc(-c2ccc3c(c2)O[C@H](CN(C)C(=O)C2CCOCC2)[C@@H](C)CN([C@H](C)CO)S3(=O)=O)c1,-3.3
O=C(C1CCCCC1)N1C[C@@H]2[C@H](c3ccccc31)[C@@H](CO)N2C(=O)c1ccccc1,21
COc1cccc(NC(=O)Nc2ccc3c(c2)C(=O)N(C)C[C@H](OC)[C@H](C)CN(CC2CC2)[C@H](C)CO3)c1,-0.5
Cc1ccc(-c2cnc3c(c2)C(=O)N([C@@H](C)CO)C[C@H](C)[C@@H](CN(C)C(=O)c2cccc(F)c2)O3)cc1,1.7
C[C@H]1CN([C@@H](C)CO)C(=O)c2cc(N(C)C)ccc2O[C@@H]1CN(C)CC1CCCCC1,-0.3
O=C(NC1CCCCC1)N[C@@H]1CC[C@H](CCNS(=O)(=O)c2ccccc2)O[C@H]1CO,5.0
C[C@@H]1CN([C@@H](C)CO)C(=O)c2cc(NC(=O)CCCN(C)C)ccc2O[C@@H](C)CCCCO[C@H]1CN(C)CC1CCCCC1,0.6
O=C(Nc1ccccc1F)N1C[C@H]2[C@@H](c3ccccc31)[C@H](CO)N2C(=O)C1CCCCC1,-0.2
C[C@@H]1CN([C@H](C)CO)C(=O)c2cccc(NC(=O)c3nc4ccccc4s3)c2O[C@H]1CN(C)S(=O)(=O)c1ccccc1,0.1
CCNC(=O)C[C@H]1CC[C@@H]2[C@H](COc3ccc(NC(C)=O)cc3C(=O)N2C)O1,-4.3
COCC(=O)Nc1ccc2c(c1)C(=O)N(C)[C@H]1CC[C@@H](CC(=O)NCc3cccc(F)c3)O[C@H]1CO2,-3.8
Cc1ccc(S(=O)(=O)Nc2cccc3c2O[C@H](CN(C)S(=O)(=O)c2cn(C)cn2)[C@@H](C)CN([C@H](C)CO)C3=O)cc1,1.3
CN(C)CCCNC(=O)[C@@]1(c2ccc([N+](=O)[O-])cc2)CC(=O)N(C2CCCCC2)[C@@H]1c1ccc(CO)cc1I,0.2
C[C@@H]1CN([C@@H](C)CO)C(=O)c2cc(NC(=O)Cc3cn(C)c4ccccc34)ccc2O[C@H]1CN(C)C(=O)Nc1ccc2c(c1)OCO2,-0.2
Cc1noc(C)c1NC(=O)N(C)C[C@@H]1Oc2c(NC(=O)c3nc4ccccc4s3)cccc2C(=O)N([C@H](C)CO)C[C@H]1C,-1.1
CNC[C@@H]1Oc2c(NC(=O)c3ccncc3)cccc2C(=O)N([C@H](C)CO)C[C@H]1C,-0.3
C[C@H]1CN([C@@H](C)CO)C(=O)Cc2cc(NS(=O)(=O)c3ccccc3)ccc2O[C@H]1CN(C)Cc1ccc(Oc2ccccc2)cc1,0.0
O=C(C[C@@H]1C=C[C@@H](NC(=O)c2ccccc2)[C@@H](CO)O1)NCc1ccc(Oc2ccccc2)cc1,-0.8
Cc1noc(C)c1S(=O)(=O)N(C)C[C@@H]1OCCCC[C@H](C)Oc2ccc(N(C)C)cc2C(=O)N([C@H](C)CO)C[C@H]1C,2.8
C[C@@H]1CN([C@H](C)CO)C(=O)c2cccc(NS(=O)(=O)c3cccs3)c2O[C@@H]1CN(C)Cc1ccncc1,-1.3
O=C(c1cccc(F)c1)N1C[C@@H]2[C@H](c3ccccc31)[C@H](CO)N2C(=O)C1CCOCC1,0.3
CC=Cc1ccc2n(c1=O)C[C@@H]1[C@@H](CO)[C@H](C(=O)N3CCCCC3)N(C(=O)CC3CC3)[C@H]21 (mixture of isomers),0.0
CN(C)C(=O)c1cccc(-c2ccc3c(c2)[C@H]2[C@H](CCN2C(=O)c2ccccc2F)[C@@H](CO)N3)c1,3.4
Cc1cc(C(=O)Nc2cccc3c2O[C@@H](CN(C)Cc2ccc(-c4ccccc4)cc2)[C@@H](C)CN([C@@H](C)CO)C3=O)n(C)n1,-6.4
CCC(=O)N1C[C@@H](C)[C@H](OC)CN(C)C(=O)c2cc(NC(=O)c3ccc(OC)cc3)ccc2OC[C@H]1C,-0.2
O=C(C[C@@H]1CC[C@H](NC(=O)C2CCC2)[C@H](CO)O1)NCc1ccncc1,2.8
C[C@H]1CN([C@@H](C)CO)C(=O)c2cc(-c3ccc(C#N)cc3)cnc2O[C@@H]1CN(C)CC1CCCC1,-3.1
C[C@@H]1CN([C@H](C)CO)C(=O)c2cccc(NS(=O)(=O)c3ccc(Cl)cc3)c2O[C@H]1CN(C)Cc1ccc(C(F)(F)F)cc1,4.8
C/C=C/c1cnc2c(c1)C(=O)N([C@H](C)CO)C[C@H](C)[C@@H](CN(C)C(=O)Cc1cccnc1)O2,4.6
CCC(=O)N(C)C[C@H]1Oc2ncc(C#C[C@@H](C)O)cc2C(=O)N([C@H](C)CO)C[C@@H]1C,12
CNC[C@H]1Oc2c(NC(=O)c3ccc(-c4nccs4)cc3)cccc2C(=O)N([C@@H](C)CO)C[C@H]1C,-1.3
C[C@H](CO)N1C[C@H](C)[C@@H](CN(C)C(=O)Nc2ccccc2)Oc2ccc(N(C)C)cc2CC1=O,1.9
O=C(C[C@H]1CC[C@@H]2[C@H](COC[C@@H](O)CN2Cc2cc(F)cc(F)c2)O1)Nc1nccs1,-0.1
O=C(NCC(F)(F)F)[C@@H]1[C@@H](CO)[C@@H]2Cn3c(cccc3=O)[C@H]1N2CC1CCOCC1,-2.6
CO[C@H]1CN(C)C(=O)c2ccc(NS(=O)(=O)c3ccc(Cl)cc3)cc2OC[C@@H](C)N(C(=O)NC(C)C)C[C@H]1C,-1.9
COCC(=O)N1CC[C@@H]2[C@H]1c1cc(-c3cccc(C(=O)N(C)C)c3)ccc1N[C@@H]2CO,3.9
C[C@@H]1CN([C@@H](C)CO)C(=O)Cc2cc(NS(=O)(=O)c3ccc(Cl)cc3)ccc2O[C@@H]1CN(C)Cc1ccc2c(c1)OCO2,0.2
C[C@@H]1CCCCO[C@@H](CN(C)C(=O)c2ccncc2)[C@H](C)CN([C@H](C)CO)C(=O)c2cc(NC(=O)NC3CCCCC3)ccc2O1,-1.0
C[C@H](CO)N1C[C@H](C)[C@H](CN(C)S(=O)(=O)c2ccc(C#N)cc2)Oc2ncc(C#Cc3ccccc3)cc2C1=O,-0.9
COc1ccc(S(=O)(=O)N(C)C[C@H]2OCCCC[C@@H](C)Oc3ccc(NC(=O)CCCN(C)C)cc3C(=O)N([C@H](C)CO)C[C@@H]2C)cc1,1.4
O=C(N[C@@H]1CC[C@@H](CCn2cc(C3(O)CCCC3)nn2)O[C@@H]1CO)C1CCC1,-2.6
C[C@H]1CN([C@@H](C)CO)C(=O)c2cccc(NS(=O)(=O)c3ccc(F)cc3)c2O[C@@H]1CN(C)Cc1ccc(C(F)(F)F)cc1,0.8

# Brought forward from above: 7 compounds, followed by the next part.
SMILES,Mtb BioA inh
COCC(=O)N1CC[C@@H]2[C@H]1c1cc(-c3cccc(C(=O)N(C)C)c3)ccc1N[C@@H]2CO,3.9
C[C@@H]1CN([C@@H](C)CO)C(=O)Cc2cc(NS(=O)(=O)c3ccc(Cl)cc3)ccc2O[C@@H]1CN(C)Cc1ccc2c(c1)OCO2,0.2
C[C@@H]1CCCCO[C@@H](CN(C)C(=O)c2ccncc2)[C@H](C)CN([C@H](C)CO)C(=O)c2cc(NC(=O)NC3CCCCC3)ccc2O1,-1.0
C[C@H](CO)N1C[C@H](C)[C@H](CN(C)S(=O)(=O)c2ccc(C#N)cc2)Oc2ncc(C#Cc3ccccc3)cc2C1=O,-0.9
COc1ccc(S(=O)(=O)N(C)C[C@H]2OCCCC[C@@H](C)Oc3ccc(NC(=O)CCCN(C)C)cc3C(=O)N([C@H](C)CO)C[C@@H]2C)cc1,1.4
O=C(N[C@@H]1CC[C@@H](CCn2cc(C3(O)CCCC3)nn2)O[C@@H]1CO)C1CCC1,-2.6
C[C@H]1CN([C@@H](C)CO)C(=O)c2cccc(NS(=O)(=O)c3ccc(F)cc3)c2O[C@@H]1CN(C)Cc1ccc(C(F)(F)F)cc1,0.8
C[C@H](CO)N1C[C@H](C)[C@H](CN(C)C(=O)Cc2cccnc2)Oc2ncc(C#CCN(C)C)cc2C1=O,-1.8
C[C@H](CO)N1C[C@H](C)[C@H](CN(C)C(=O)c2ccccn2)Oc2ncc(-c3ccccc3F)cc2C1=O,-0.7
O=C(C[C@@H]1CC[C@@H]2[C@H](COC[C@H](O)CN2Cc2nccs2)O1)NCc1ccccc1,1.5
CCCC(=O)Nc1ccc2c(c1)C(=O)N(C)C[C@H](OC)[C@@H](C)CN(Cc1ccc(-c3ccccn3)cc1)[C@@H](C)CO2,-1.7
CCC(=O)N[C@H]1CC[C@H](CCn2cc(C3CC3)nn2)O[C@H]1CO,-2.3
C[C@H](O)C#Cc1cnc2c(c1)C(=O)N([C@H](C)CO)C[C@H](C)[C@H](CN(C)C(=O)CN(C)C)O2,-1.1
CC(C)NC(=O)N(C)C[C@H]1Oc2ncc(C#Cc3ccc(F)cc3)cc2C(=O)N([C@@H](C)CO)C[C@@H]1C,-1.9
CC(C)NC(=O)N(C)C[C@H]1Oc2c(NS(=O)(=O)c3ccc(Cl)cc3)cccc2C(=O)N([C@H](C)CO)C[C@H]1C,-2.0
COc1cccc(-c2cnc3c(c2)C(=O)N([C@@H](C)CO)C[C@@H](C)[C@@H](CN(C)C(=O)Nc2ccccc2F)O3)c1,-3.5
C[C@H](CO)N1C[C@H](C)[C@@H](CN(C)Cc2ccc(Oc3ccccc3)cc2)Oc2c(cccc2N(C)C)C1=O,-1.0
C[C@H](O)C#Cc1ccc2c(c1)O[C@@H](CN(C)C(=O)C1CCC1)[C@H](C)CN([C@@H](C)CO)S2(=O)=O,2.0
COC(=O)[C@H]1[C@H](CO)[C@H]2Cn3c(ccc(/C=C/c4ccccc4)c3=O)[C@H]2N1CCC(F)(F)F,4.9
CC(C)C#Cc1cnc2c(c1)C(=O)N([C@@H](C)CO)C[C@@H](C)[C@@H](CN(C)C(=O)c1cnccn1)O2,0.0
C[C@@H]1CN([C@@H](C)CO)C(=O)c2cc(NC(=O)Nc3cccc4ccccc34)ccc2O[C@H]1CN(C)Cc1ccc(-c2ccccc2)cc1,0.5
C[C@@H]1CN([C@@H](C)CO)C(=O)c2cc(NS(=O)(=O)c3ccccc3)ccc2O[C@@H](C)CCCCO[C@@H]1CN(C)C(=O)Cc1ccccc1,-0.7
C[C@H]1CN([C@@H](C)CO)C(=O)Cc2cc(NC(=O)NC3CCCCC3)ccc2O[C@@H]1CN(C)S(=O)(=O)c1ccccc1,1.2
Cc1ccc(S(=O)(=O)N(C)C[C@H]2Oc3cc(C4=CCCC4)ccc3S(=O)(=O)N([C@@H](C)CO)C[C@@H]2C)cc1,3.5
O=C(C[C@@H]1C[C@H]2c3cc(NS(=O)(=O)c4ccc(F)cc4)ccc3O[C@H]2[C@H](CO)O1)NCc1cc(F)ccc1F,-4.0
CO[C@H]1CN(C)C(=O)c2ccc(NC(=O)c3ccc4c(c3)OCO4)cc2OC[C@H](C)NC[C@H]1C,0.2
CN1C(=O)c2cc(NC(=O)Nc3cccc(Cl)c3)ccc2OC[C@@H]2O[C@H](CC(=O)NCCc3ccncc3)CC[C@@H]21,0.5
C[C@@H](NC(=O)C[C@H]1C=C[C@@H](NC(=O)Cc2ccccn2)[C@H](CO)O1)c1ccccc1,-2.5
